# procasp7 counter: counter-screen: procaspase-7 (human) activation | P55210 | recombinant procaspase-7, Ac-DEVD-pNA absorbance 405 nm; D23A/D198A/D206A triple mutant, cannot self-cleave; scale: DMSO 0, 5 µM enzyme 100 | activation, % at 8.5 µM | 0.093% of 330,000 active;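 active = percent activation above the screen-wide mean plus 3 SD, cut at about 25% in these data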
#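 System: Procaspase-7 triple mutant (PC-7 D3A); measure: % activation from two-timepoint absorbance difference, scaled to controls; times: 1 h compound preincubation, 2 h substrate cleavage, 25 °C; also added: Ac-DEVD-pNA substrate, 400 µM as added; measured by: Epi-absorbance of released pNA at 405 nm, two timepoints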
# core dimer inh: HCV core protein dimerization inhibition | TR-FRET GST/Flag-core106 dimerization, 1536-well | inhibition, % at 5 µM | 0.33% of 300,000 active;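 active = inhibition above the mean of all tested compounds plus 3 SD, set per screening campaign, cut at about 45% in these data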
#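 Assay system: GST-tagged and Flag-tagged HCV core protein residues 1-106 / Times: compound-protein-antibody incubation 4 h at 22.5 °C / Signal: time-resolved FRET, ex 340 nm, em 617 and 671 nm / Evaluation: % inhibition based on acceptor/donor emission ratio / Benchmarks: wells lacking GST-core106 and wells with excess unlabelled core106 / Repeats: singlicate, one well per compound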
# TPT1 inhibitor: inhibitors of Candida albicans tRNA 2'-phosphotransferase TPT1; 0.81% of 300,000 active; recombinant caTPT1, FP RNA substrate dephosphorylation; inhibition, % at 5 µM;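 active = inhibition above the mean of all tested compounds plus 3 SD, set per screening campaign, cut at about 24% in these data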;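 note: plate controls were DMSO alone for no effect and ferristatin control at 100 nM for full effect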
# CTSL1 counter: blocks F. hepatica cathepsin L1 in PFM18AAP counter-screen. recombinant F. hepatica cathepsin L1, Z-Leu-Arg-MCA fluorescence. AID 1906. 0.49% of 300,000 active. inhibition, % at 5.96 µM;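 active = inhibition above the mean of all tested compounds plus 3 SD, set per screening campaign, cut at about 17% in these data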;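 note: 0% = plate median of test compound wells and 100% = 1 µM Z-Phe-Ala-diazomethylketone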
# PP1 counter: PP1-alpha (human) inhibition in PP5 counter-screen | AID 2235 | inhibition, % at 6.7 µM | 0.9% of 320,000 active | P62136 | purified PP1alpha, OMFP fluorescence;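 active = inhibition above the mean inhibition of all tested compounds plus 3 SD, computed separately for each screening campaign, cut at about 15% in these data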
# AHR activator: human AHR activation | P35869 | activation, % at 5 µM | AHR-responsive luciferase reporter cells, luminescence | 2.5% of 320,000 active | AID 2796; in the data active = activation above about 47%;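 note: 0% = vehicle wells and 100% = reference agonist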
# Target sequence (P35869 whole entry, looked up): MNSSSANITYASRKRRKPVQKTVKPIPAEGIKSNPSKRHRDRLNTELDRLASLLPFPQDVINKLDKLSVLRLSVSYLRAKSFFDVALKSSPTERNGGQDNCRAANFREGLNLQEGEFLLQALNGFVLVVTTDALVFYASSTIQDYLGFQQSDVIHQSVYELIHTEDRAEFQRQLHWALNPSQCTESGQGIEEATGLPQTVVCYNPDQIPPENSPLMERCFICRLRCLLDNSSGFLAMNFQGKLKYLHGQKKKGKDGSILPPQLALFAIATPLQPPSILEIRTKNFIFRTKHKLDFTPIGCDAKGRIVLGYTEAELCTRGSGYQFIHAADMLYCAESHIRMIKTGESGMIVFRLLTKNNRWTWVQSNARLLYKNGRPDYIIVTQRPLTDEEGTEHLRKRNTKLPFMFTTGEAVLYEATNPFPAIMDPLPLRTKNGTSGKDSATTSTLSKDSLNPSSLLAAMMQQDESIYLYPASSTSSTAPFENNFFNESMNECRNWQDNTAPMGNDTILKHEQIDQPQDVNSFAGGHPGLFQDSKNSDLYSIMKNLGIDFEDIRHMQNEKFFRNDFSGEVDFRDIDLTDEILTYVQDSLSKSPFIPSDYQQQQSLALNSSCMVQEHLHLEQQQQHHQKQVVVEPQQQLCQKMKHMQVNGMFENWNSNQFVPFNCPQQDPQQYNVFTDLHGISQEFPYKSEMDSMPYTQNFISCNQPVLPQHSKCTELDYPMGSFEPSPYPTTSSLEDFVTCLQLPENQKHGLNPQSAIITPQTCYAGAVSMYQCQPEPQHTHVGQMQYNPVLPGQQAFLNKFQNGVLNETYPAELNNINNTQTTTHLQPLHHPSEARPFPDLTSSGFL
# PAFAH2 FP inh: inhibitors of human PAFAH2 | Q99487 | recombinant PAFAH2, FP-rhodamine activity probe, fluorescence polarization | inhibition, % at 3.39 µM | 0.99% of 340,000 active;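 active = inhibition above the mean over all tested compounds plus 3 SD, cut at about 30% in these data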;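 note: inhibitors block probe labeling of enzyme so polarization drops; 0% = enzyme with DMSO and 100% = wells lacking PAFAH2 protein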
# PP5 inh: PP5 (human) phosphatase inhibition; 0.18% of 320,000 active; P53041; inhibition, % at 6.7 µM; purified PP5c, OMFP substrate fluorescence; AID 1987;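 active = inhibition above the campaign's mean inhibition across all tested compounds plus 3 SD, cut at about 9.5% in these data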;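 note: 0% = DMSO only and 100% = 100 µM cantharidin control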
# procasp3 activ: procaspase-3 (human) activation; recombinant procaspase-3 D3A, Ac-DEVD-pNA absorbance 405 nm; 0.11% of 330,000 active; activation, % at 8.5 µM; P42574;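 active = activation above the mean of all tested compounds plus 3 SD, cut at about 21% in these data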;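 note: 0% = DMSO alone and 100% = DMSO wells spiked with extra 5 µM PC-3 D3A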
# Target sequence (P42574 whole entry D9A/D28A/D175A): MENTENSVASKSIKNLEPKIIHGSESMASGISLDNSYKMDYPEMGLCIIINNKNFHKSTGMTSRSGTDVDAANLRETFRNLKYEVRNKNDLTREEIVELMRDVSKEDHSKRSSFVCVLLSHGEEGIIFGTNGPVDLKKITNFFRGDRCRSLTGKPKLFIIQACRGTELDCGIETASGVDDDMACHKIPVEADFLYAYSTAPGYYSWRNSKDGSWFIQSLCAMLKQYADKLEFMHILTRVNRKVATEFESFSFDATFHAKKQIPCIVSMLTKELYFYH
#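 Assay system – Procaspase-3 D3A mutant · Benchmarks – DMSO low control, extra-enzyme high control · Technique – 405 nm absorbance of p-nitroaniline, reads at 0 and 120 min · Doses – 8.5 µM nominal · Measure – % activation between DMSO and enzyme-spiked controls · Also added – Ac-DEVD-pNA chromogenic peptide substrate · Schedule – 1 h compound preincubation, 2 h substrate hydrolysis at 25 °C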
# An asterisk follows results filed as active; x = no result given. Rows were taken by chance, and some 5.6% of all compounds hit somewhere here.
cpd	SMILES	procasp7 counter	core dimer inh	TPT1 inhibitor	CTSL1 counter	PP1 counter
1	COCCNC(=O)CSc1nc(-c2ccccc2)c(-c2ccccc2)o1	2.7	-7.5	0.2	-5.5	-0.2
2	CCn1nc(C)c(NC(=O)c2ccc(Br)o2)c1C	1.6	-6.7	1.8	-10.1	0.8
3	O=C(NC1CCCC1)C(c1ccncc1)N(C(=O)Cn1nnc(-c2ccccc2F)n1)c1cccc(F)c1 (stereo unspecified)	-10.4	-7.6	5.0	0.7	-0.3
4	O=C(NCC1CCCN(C(=O)c2cc(Cl)ccc2F)C1)c1ccc(F)cc1 (stereo unspecified)	4.5	-5.5	-1.5	4.7	0.7
5	COCCN(CCOC)S(=O)(=O)c1ccc(C(=O)NC2CCN(Cc3ccccc3)CC2)cc1	0.9	-2.7	-3.8	-2.0	-0.5
6	CN(CC(=O)Nc1ccccc1Br)C(=O)c1cc(S(=O)(=O)N(C)C)ccc1N1CCCC1	5.3	3.6	-0.7	-1.3	-7.1
7	COc1cccc(CN2CC(C(=O)NCC3CCOCC3)CCC2=O)c1 (stereo unspecified)	7.2	7.8	-1.0	-0.6	-2.9
8	CC(=O)c1ccc(NC(=O)CSC2=NS(=O)(=O)c3cc(Cl)ccc3N2)cc1	-0.3	4.6	-0.1	-0.2	-1.2
9	CCOC(=O)c1csc(NC(=O)Nc2cccc(Cl)c2)n1	8.4	8.7	0.2	-0.2	3.0
10	Cc1ccc[n+](C2C(c3ccc([N+](=O)[O-])cc3)C(C#N)=C([S-])NC2(O)C2CC2)c1 (stereo unspecified)	-26.2	8.2	2.5	-1.2	11.0
11	O=C(CCn1cnnn1)Nc1ccccc1	7.3	0.1	-2.3	-8.1	-0.2
12	CCC(/C=N/NC(=O)C1COc2ccccc2O1)CC (stereo unspecified)	-2.1	-0.6	3.5	-3.8	1.3

cpd	AHR activator	PAFAH2 FP inh	PP5 inh	procasp3 activ
1	5.8	3.1	3.1	3.1
2	-1.6	-0.3	2.2	-3.4
3	-0.8	2.6	1.6	2.5
4	1.1	2.4	-1.4	7.0
5	-1.1	-1.1	0.1	-3.0
6	2.4	-0.1	-1.1	4.1
7	2.8	-9.7	-1.4	-3.6
8	0.9	-1.9	1.0	9.0
9	6.7	6.4	1.7	3.7
10	6.4	1.6	-3.0	-16.8
11	-0.1	4.1	1.6	0.3
12	3.6	12.8	-0.6	6.6

# Quoted at random: three entries already listed
cpd	SMILES	procasp7 counter	core dimer inh	TPT1 inhibitor	CTSL1 counter	PP1 counter
2	CCn1nc(C)c(NC(=O)c2ccc(Br)o2)c1C	1.6	-6.7	1.8	-10.1	0.8
11	O=C(CCn1cnnn1)Nc1ccccc1	7.3	0.1	-2.3	-8.1	-0.2
10	Cc1ccc[n+](C2C(c3ccc([N+](=O)[O-])cc3)C(C#N)=C([S-])NC2(O)C2CC2)c1 (stereo unspecified)	-26.2	8.2	2.5	-1.2	11.0

cpd	AHR activator	PAFAH2 FP inh	PP5 inh	procasp3 activ
2	-1.6	-0.3	2.2	-3.4
11	-0.1	4.1	1.6	0.3
10	6.4	1.6	-3.0	-16.8

# New compounds follow.
cpd	SMILES	procasp7 counter	core dimer inh	TPT1 inhibitor	CTSL1 counter	PP1 counter
13	COc1ccc(NC(=S)NNC(=O)c2ccc(S(=O)(=O)N3CCOCC3)cc2)cc1	-6.9	-3.3	3.5	5.0	0.0
14	COc1ccc(CNC(=O)CN(Cc2ccc(Cl)cc2)C(=O)c2csnn2)cc1	-3.5	2.3	1.1	2.6	5.2
15	O=C(O)/C=C/C(=O)Nc1ccc2nccnc2c1	-10.7	-2.9	-9.5	-15.2	2.9
16	Cc1cc(NS(=O)(=O)c2ccc(NC(=O)COc3ccccc3[N+](=O)[O-])cc2)no1	-4.3	18.2	-1.6	0.7	-2.4
17	CCN(CC)Cc1oc(CO)cc(=O)c1O	8.5	10.7	0.2	0.4	-0.4
18	CSc1nc2nc(C)c(C/C=C/c3ccccc3)c(=O)n2[nH]1	5.0	6.1	-1.4	-4.1	-7.0
19	CCOC(=O)Cc1csc(NC(=O)CN2C(=O)c3ccccc3S2(=O)=O)n1	-2.9	0.1	-2.5	4.0	-3.2
20	S=C(NCc1ccco1)Nc1cccc(Cl)c1	-0.5	1.3	-0.3	7.4	0.6
21	COc1cccc(CN=CC2=C(O)CC(C)(C)CC2=O)c1OC	-5.6	-1.9	-1.4	2.1	0.2
22	CN1CCCC(OC(=O)c2ccc(Cl)cc2)C1 (stereo unspecified)	7.9	6.8	-4.9	-1.8	1.0
23	Cc1cccc(-c2n[nH]c([N+](=O)[O-])n2)c1	-0.7	-3.5	3.2	-1.1	-1.9
24	COc1ccc(NC(=O)CCn2nnc(-c3ccc(C)cc3)n2)cc1OC	0.1	-0.1	1.8	-4.7	-0.3

cpd	AHR activator	PAFAH2 FP inh	PP5 inh	procasp3 activ
13	2.9	2.4	3.6	-18.8
14	0.6	4.2	-0.1	0.7
15	12.5	-2.4	3.1	-10.3
16	6.1	4.4	-0.3	-9.5
17	0.5	-10.8	0.2	-6.5
18	2.1	8.9	2.6	-0.9
19	-0.2	-7.1	3.5	-5.8
20	1.9	-1.3	1.1	4.5
21	0.8	2.1	-0.2	16.9
22	-1.3	-1.6	0.1	11.4
23	24.3	-2.5	1.5	4.7
24	2.3	-0.1	2.5	-3.2

# (cont.)
cpd	SMILES	procasp7 counter	core dimer inh	TPT1 inhibitor	CTSL1 counter	PP1 counter
25	COc1ccccc1C1=NOC(Cn2c(NCC3CCCO3)nc3c2c(=O)n(C)c(=O)n3C)C1 (stereo unspecified)	4.7	-0.3	1.2	-3.7	2.3
26	O=C1c2cccc(OCC(=O)N3CCCc4ccccc43)c2CCN1Cc1cccnc1	1.7	0.1	0.7	-0.6	0.0
27	COc1ccc(Cc2n[nH]c(=S)n2Cc2ccccc2)cc1Cl	-33.4	5.5	1.4	-5.7	-0.1
28	Cc1ccc(S(=O)(=O)Nc2cccc3c2O[C@@H](CN(C)C(=O)Nc2ccc4c(c2)OCO4)[C@H](C)CN([C@@H](C)CO)C3=O)cc1	-8.7	x	x	x	x
29	O=C1N(c2ccccc2)C[C@@H]2C[C@@H](c3cccs3)N3CCC[C@@]123	2.4	1.7	-0.7	-0.9	1.0
30	COc1cc(/C=N/NC(N)=O)c(Br)cc1OCC(=O)Nc1ccccc1C	-4.8	2.2	-8.6	-2.1	-4.7
31	O=C(Nc1ccc(N2CCN(Cc3ccccc3)CC2)cc1)c1ccccc1[N+](=O)[O-]	-1.2	-1.6	3.2	4.1	-4.4
32	N#CCc1ccc(NC(=O)c2ccc(CN3CCc4ccccc4C3)cc2)cc1	-6.5	11.9	-1.8	-4.1	-3.0
33	Cn1[nH]c(CSc2ccc(Cl)cc2)cc1=O	-7.6	-1.7	-3.8	-5.0	7.5
34	CCOC(=O)CSc1nc2c(c(-c3ccc(C)o3)c1C#N)CCCC2	-1.3	7.7	0.9	3.3	6.4
35	Cc1ccc2nc(SCc3cccc([N+](=O)[O-])c3)nc(C)c2c1	13.0	-0.9	-0.8	1.2	-2.6
36	CCC(NC(=O)c1ccccc1Br)c1ccccc1 (stereo unspecified)	5.2	-3.6	-1.6	-3.8	7.7

cpd	AHR activator	PAFAH2 FP inh	PP5 inh	procasp3 activ
25	3.6	3.7	1.6	4.0
26	14.1	-7.7	-2.3	3.5
27	1.7	-2.5	-0.5	-26.4
28	0.7	10.8	x	5.7
29	2.8	-7.9	0.0	1.1
30	9.1	-8.5	-0.1	-6.0
31	-0.7	0.3	5.9	-1.0
32	-1.3	-4.6	0.4	1.2
33	0.9	-4.8	-5.0	-2.7
34	-2.5	3.1	2.6	-12.6
35	0.3	2.1	-1.6	5.9
36	-1.1	-7.3	-2.3	3.6

# (further entries)
cpd	SMILES	procasp7 counter	core dimer inh	TPT1 inhibitor	CTSL1 counter	PP1 counter
37	COc1ccc(CC(=O)Nc2ccc(S(=O)(=O)Nc3cc(OC)nc(OC)n3)cc2)cc1	-5.9	-7.5	-1.4	-5.9	-2.8
38	COc1ccc(/C=C2\Oc3cc(OC(=O)N4CCOCC4)ccc3C2=O)c(OC)c1	-22.4	2.0	111.2*	2.4	-4.5
39	CCCOc1ccc(Cc2c(Cl)nc(SC)nc2NC)cc1	14.0	-3.6	-0.6	3.2	-0.8
40	COc1ccccc1CNC(=O)CCN1C(=O)c2ccccc2C1=O	10.3	0.2	-3.7	-3.2	-2.4
41	CCOc1ccc(C(=O)OC2CCN(C)CC2)cc1	-3.6	-5.0	5.2	0.4	0.0
42	C=CCSc1nsc(N)n1	0.5	-2.4	-2.3	-0.1	-3.0
43	CCOC(=O)Cc1csc(NS(C)(=O)=O)n1	-4.2	4.7	-0.7	-4.9	-2.9
44	C#CCO[C@@H]1C[C@H](n2ccc(NC(=O)c3ccccc3)nc2=O)O[C@@H]1CO	-5.3	9.8	-1.7	-3.3	-5.9
45	COc1ccc(-c2nn(CC(=O)N3CCCCC3)c(=O)c3ccccc23)cc1	-2.7	5.5	-3.6	0.4	-3.8
46	CCCCN1C(=O)C(=O)N(CC(=O)Nc2cccc(C(C)=O)c2)C1=O	11.5	x	x	x	-4.5
47	Cn1c(N)c(C(=O)COC(=O)/C=C/c2ccccc2)c(=O)n(C)c1=O	-2.0	x	x	x	x
48	COc1cccc2sc(N(C)c3ccccc3)nc12	2.9	-3.5	-0.1	2.6	-1.0

cpd	AHR activator	PAFAH2 FP inh	PP5 inh	procasp3 activ
37	2.8	-12.6	-3.5	-4.5
38	1.2	0.9	-1.4	-19.1
39	2.6	9.0	4.0	12.1
40	0.2	-6.4	-0.2	0.2
41	7.4	-2.4	1.1	0.2
42	2.4	2.0	-0.6	5.6
43	3.5	4.2	2.8	-7.3
44	-1.3	1.5	1.7	5.7
45	1.0	x	0.4	-11.1
46	-0.1	-5.5	-0.2	4.9
47	0.6	-4.1	x	0.8
48	4.7	1.8	1.2	1.3

# More compounds:
cpd	SMILES	procasp7 counter	core dimer inh	TPT1 inhibitor	CTSL1 counter	PP1 counter
49	CN(C)CC(=O)N1c2ccccc2CCc2ccc(NC(=O)c3ccc(N)cc3)cc21	-4.4	-6.2	-4.5	-1.8	-2.1
50	O=C(CCn1c(SCC(=O)NCc2ccco2)nc2ccccc2c1=O)NCCc1ccccc1	2.2	1.8	1.0	-3.0	-1.6
51	COc1ccc(Br)cc1S(=O)(=O)n1ccnc1	-0.4	-6.5	2.6	1.3	-9.8
52	CSc1nc2c(c(=O)[nH]1)C(c1ccncc1)C(C(=O)OC(C)C)=C(C)N2 (stereo unspecified)	12.4	1.3	3.2	1.9	-5.2
53	O=C(COc1ccc(Cl)cc1)Nc1ccc(C(=O)O)cc1NC(=O)COc1ccc(Cl)cc1	8.4	12.9	-0.1	3.8	0.7
54	Cc1cnc(C(=O)Nc2ccc(N3CCN(C(=O)OC(C)(C)C)CC3)cc2)cn1	1.3	-3.5	-0.3	-1.7	-2.9

cpd	AHR activator	PAFAH2 FP inh	PP5 inh	procasp3 activ
49	0.4	10.6	-2.4	10.1
50	0.6	7.1	1.5	-1.9
51	1.8	0.9	-0.9	3.1
52	51.3*	3.3	-5.2	-13.3
53	-0.2	-0.2	3.0	7.3
54	1.9	-9.7	3.3	1.7
